High-throughput results: PubChem BioAssay, Broad Institute
Mot1-301 SUMO: SUMOylation pathway inhibition by Mot1-301 growth rescue; S. cerevisiae Mot1-301 growth rescue, ATP luminescence, 38.5C; percent above DMSO median, 100 means doubled; growth rescue, % at 18.8 µM; 320,000 tested, 1% active;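 active = every valid replicate shows activation above 250% relative to neutral control wells; inactive = the rest, any valid replicate at or below 250%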;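 also: OY570 slx delta 5 strain wells were the positive control but not used for scaling; some compounds called inactive have numbers as strong as hits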
An asterisk follows results filed as active. The list is partial; rates above refer to the full screens.

SMILES | Mot1-301 SUMO
Cc1ccc(/C=C/C(=O)Oc2ccc(C#N)cc2)o1 | -19
NC(=O)CC[C@@H]1NC(=O)[C@@H]2CCCN2C(=O)c2cc([N+](=O)[O-])cc(I)c2NCCC[C@@H](C(N)=O)NC1=O | -8
Cc1ccc(C2C3=C(CCCC3=O)Nc3c2c(C)nn3-c2ccccn2)o1 (stereo not drawn) | -11
Cc1ccc(Cn2c(C(C)Nc3nc(C)cs3)nc3cc(Cl)c(Cl)cc32)cc1 (stereo not drawn) | 32
CC(C)[C@@]1(c2ccccc2)ON(c2ccccc2C(F)(F)F)C1=O | 28
NC(=O)C1(N2CCCCC2)CCN(C(=O)Nc2ccccc2C(F)(F)F)CC1 | -1
O=C1NC(Cc2ccccc2)c2nc3ccc(Cl)cc3c(=O)n2-c2ccc(Cl)cc21 (stereo not drawn) | 21
CCCCCCc1cc2cc(-c3nnc(-c4cc(OC)c(OC)c(OC)c4)o3)c(=O)oc2cc1O | -15
O=C(c1cccn2c(=O)c3cc4ccccc4cc3nc12)N1CCN(c2ccccc2)CC1 | -20
Cc1cccc(OCC(=O)Nc2ccc(C(=O)NCc3cccnc3)cc2)c1 | -7
COc1ccccc1N1CCN(C2CCN(C3CCC(c4ccccc4)CC3)CC2)CC1 (stereo not drawn) | -9
COc1ccc(CCNC(=O)CCN2C(=O)c3ccccc3C2=O)cc1OC | -7
O=C(Cn1nc2sc3ccccc3n2c(=O)c1=O)c1ccc(Cl)cc1 | -19
CCCCCNc1nc(-c2ccccc2)cs1 | 118
Cc1nc2c(C(=O)NCc3cccs3)cnn2c(C)c1Cc1ccccc1 | -29
CCc1nnc(NC(=O)c2csc3c2CCC(C)C3)s1 (stereo not drawn) | -12
COCCCNC(=O)C1CCC(CNS(=O)(=O)c2ccc(C)cc2)CC1 (stereo not drawn) | -2
CCOc1ccc(/C=C2\SC(=S)N(C)C2=O)cc1OC | 9
COc1cccc(C2=CC(c3ccccc3)n3ncnc3N2)c1 (stereo not drawn) | -19
CCOC(=O)c1cnn(-c2ncnc3c2cnn3Cc2ccccc2)c1N | -3
CCOC(=O)CN(C)Cc1c[nH]c2ccccc12 | -20
CCn1c(SCC(=O)N2CCOCC2)nc2oc3c(Cl)cc(Cl)cc3c(=O)c2c1=O | -6
COc1cc(C)nc(N2CCCC(C(=O)NC3CCC(C)CC3)C2)n1 (stereo not drawn) | 7
O=S(=O)(Nc1nc2ccccc2nc1-[n+]1cccc(N=C([O-])c2ccccc2Cl)c1)c1ccccc1 | 4
COC(=O)[C@@]1(Cc2ccc(OC)cc2)[C@H]2c3cc(C(=O)N(C)C)n(Cc4ccc(OC(F)(F)F)cc4)c3C[C@H]2CN1C(=O)c1ccccc1 | -14
CC(C)(C)C(=O)/C(=C\c1ccc([N+](=O)[O-])cc1)n1cncn1 | 330*
O=[N+]([O-])C(=c1ccc2c(c1)N1C3=C(CCCC3)CC3CCCCC31N=2)[N+](=O)[O-] (stereo not drawn) | -23
CNC(C)C#Cc1ccc2sc3cc(OC)c(OC)cc3c(=O)c2c1 (stereo not drawn) | 0
COC(=O)C1=C(COc2ccccc2)NC(=O)NC1c1ccc(Cl)cc1 (stereo not drawn) | 75
CCOCCCn1c(C)nc2c(c1=O)c1nc3ccccc3nc1n2-c1ccc2c(c1)OCCO2 | 2
COc1cccc(C2=CC(c3ccc(C)cc3)n3ncnc3N2)c1 (stereo not drawn) | -27
CC(C)n1nnnc1SCC(=O)Nc1ccc2c(c1)OCCO2 | 1
O=C(Nc1ccc2c(c1)nc1n2CCN(C2CCCCC2)C1)NC1CCCCC1 | -2
O=C(O)CC12CC3CC(C1)CC(n1ncc(NCc4ccc5c(c4)OCO5)c(Cl)c1=O)(C3)C2 | 237
CCOC(=O)c1[nH]c2cc(OC)c(OC)cc2c1NC(=O)CN1CCN(c2ccc(OC)cc2)C(C)C1 (stereo not drawn) | 83
O=C(NCc1ccccc1Br)c1cccc2c1C(=O)c1ccc(N3CCOCC3)cc1S2(=O)=O | 6
O=c1[nH]c2ccccc2nc1C(Cl)c1ccccc1 (stereo not drawn) | -16
CC(=O)c1ccc(N2CCN(C(=O)Cn3c(=S)[nH]c4ncccc4c3=O)CC2)cc1 | 4
CCOC1=C/C(=C/c2c(N)n3oc(C)cc3nc2=O)C=CC1=O | -15
CCN(c1ccccc1)S(=O)(=O)c1ccc(Cl)c(NC(=O)COC(=O)c2cc(O)c3ccccc3c2O)c1 | -24
CC1(C(=O)Nc2cccc(C(F)(F)F)c2)CO1 (stereo not drawn) | -10
O=C(C1=C[C@@H]2[C@H]3C(=O)N(c4ccccc4Cl)C(=O)[C@H]3[C@@H](C(=O)c3ccc(Cl)cc3)N2C=C1)c1ccccc1 | -15
COC(=O)C1=C(C)N(Cc2ccco2)C(=O)N[C@H]1c1ccccc1 | 7
CCCCc1cc2c(c(NC(C)=O)n1)c(=O)oc1ccccc12 | 1
CCn1ccc(C(=O)Nc2ccc(S(=O)(=O)Nc3ccccc3OC)cc2)n1 | 9
NC(C(=O)O)C1CC(Cl)=NO1 (stereo not drawn) | 4
O=C(NCCc1ccccc1)c1ccc(-c2ccccc2C(F)(F)F)o1 | 14
CC(=O)OC1=C(O)C(=O)c2ccccc2C1=O | -2
Cc1c(C=C2C(=O)c3ccccc3C2=O)cc(C#N)n1C | -2
COCCn1c(-c2cc(OC)c(OC)c(OC)c2)nc2oc3cc(OC)ccc3c(=O)c2c1=O | -20
O=C1N[C@H](Cc2ccccc2)C(=O)N[C@H]1Cc1cn(S(=O)(=O)c2ccccc2)c2ccccc12 | -16
COc1ccc(N2Cc3ccc(C(=O)N/N=C\c4ccc(O)cc4O)cc3C2)cc1 | 5
O=c1ncc(F)c[nH]1 | -1
C=CCn1c(=N)c(C(=O)OCC)cc2c(=O)n3cccc(C)c3nc21 | -12
Cc1nc(NC(=O)c2cccc(Cl)c2)sc1-c1csc(Nc2cccc(Cl)c2)n1 | 3
CCCc1ccc(/C=C2\C(=O)c3ccccc3C(O)=C2C(=O)OCC)cc1 | 17
Cc1ccc(CN2C(=O)C3CCCN3c3ccc(S(=O)(=O)N4CCOCC4)cc32)cc1 (stereo not drawn) | 8
Cc1ccc(SCc2cc(=O)n3ccsc3n2)c(C)c1 | -10
CC1(C(=O)CSc2n[nH]c(-c3ccccc3Cl)n2)CCC(=O)O1 (stereo not drawn) | -6
CN1CCN(C2=Nc3cc(F)ccc3Cc3ccccc32)CC1 | 6

Compounds from the list above with an NH in an aromatic ring:
SMILES | Mot1-301 SUMO
CCOC(=O)CN(C)Cc1c[nH]c2ccccc12 | -20
CCOC(=O)c1[nH]c2cc(OC)c(OC)cc2c1NC(=O)CN1CCN(c2ccc(OC)cc2)C(C)C1 (stereo not drawn) | 83
O=c1[nH]c2ccccc2nc1C(Cl)c1ccccc1 (stereo not drawn) | -16
CC(=O)c1ccc(N2CCN(C(=O)Cn3c(=S)[nH]c4ncccc4c3=O)CC2)cc1 | 4
O=c1ncc(F)c[nH]1 | -1
CC1(C(=O)CSc2n[nH]c(-c3ccccc3Cl)n2)CCC(=O)O1 (stereo not drawn) | -6

Next section
SMILES | Mot1-301 SUMO
O=C1CC(Cc2ccccc2)C(=O)N1CCCn1ccnc1 (stereo not drawn) | 14
CCn1cc(C(=O)Nc2cccc(C)c2)c(=O)c2ccc(C)nc21 | -1
COc1ccc(-c2coc3c(CN4CCCCC4)c(O)c(CN4CCCCC4)c(O)c3c2=O)cc1 | -7
C#CCOCCOCCOCCNc1nc(N2CCN(C(=O)C([C@@H](C)CC)n3cc(C(N)COC(=O)C(F)(F)F)nn3)CC2)nc(N2CCN(C(=O)C([C@@H](C)CC)n3cc(C(N)CC(C)C)nn3)CC2)n1 (stereo partly drawn) | 2
Cc1nc(NC(=O)c2ccccc2)sc1-c1csc(Nc2ccc(F)cc2)n1 | -29
C=C1C(O)[C@@H]2O[C@]3(CC[C@H](/C=C/C(C)[C@@H]4CC(C)=CC5(O[C@H](C[C@@](C)(O)CO)CCC5O)O4)O3)CC[C@H]2O[C@@H]1C(O)CC(C)[C@H]1OC2(CCCCO2)CCC1C (stereo partly drawn) | -14
COC(=O)[C@@]1(Cc2ccccc2)[C@H]2c3cc(C(=O)N4CCCC4)n(CCSCCO)c3C[C@H]2CN1C(=O)c1ccccc1 | 244
COc1cc2nc(Cl)nc(N3CCN(C)CC3)c2cc1OC | 12
O=C1c2ccccc2C(=O)C1(O)O | 0
Clc1ccc(-c2n[nH]c3c2Cc2ccccc2-3)cc1Cl | 23
COc1cc(S(=O)(=O)Nc2ccccc2)ccc1N=Cc1c(C)[nH]n(-c2ccc(C)cc2)c1=O | -5
CC(C)Cn1c(N)c(C(=O)COC(=O)c2cc(C3CC3)nc3ccccc23)c(=O)n(C)c1=O | 1
Cc1ccc(Cl)cc1Nc1nc(-c2sc(NC(=O)c3cccc(Cl)c3)nc2C)cs1 | -7
Cn1c(SCC(=O)Nc2ccc(N3CCOCC3)c(Cl)c2)nnc1-c1ccccc1 | 692*
Cc1cc(C(=O)N/N=C/c2cc(Br)cc(Br)c2OC(=O)c2ccccc2)n[nH]1 | 14
Cc1cccc(-[n+]2c(-c3cccc(Br)c3)[nH]c3nc4ccccc4nc32)c1 | 655*
Cc1ccc(/C([O-])=C(/C(=S)NCc2ccco2)[n+]2ccccc2)cc1 | 10
COc1ccc([C@H]2Oc3cc(O)cc(O)c3C(=O)C2[C@@H]2C(=O)c3c(O)cc(O)cc3O[C@@H]2c2ccc(OC)cc2)cc1 (stereo partly drawn) | 89
O=C1NC(Cc2ccc(O)cc2)c2nc3ccc(Cl)cc3c(=O)n2-c2cc(Cl)ccc21 (stereo not drawn) | -15
CC(C)N(C(=O)Cn1c(SCC(=O)N2CCN(c3ccccc3)CC2)nc2ccccc21)C(C)C | -26
O=C1Nc2ccc(C(F)(F)F)cc2N2CCCC12 (stereo not drawn) | -9
CCOC(=O)OC(C)OC1=C(C(=O)Nc2ccccn2)N(C)S(=O)(=O)c2ccccc21 (stereo not drawn) | -2
CN1C(=O)NC(c2ccccc2)C2=C1CN(Cc1ccccc1)C2=O (stereo not drawn) | -9
COC(=O)c1cc(C(=O)c2ccccc2)n2c(=O)/c(=C\N(C)C)sc12 | 1
C#CCOCCOCCOCCNc1nc(N2CCN(C(=O)CCCCCCCCCCNC(=O)[C@H](CO)n3cc(CCCSC)nn3)CC2)nc(N2CCN(C(=O)CCCCCCCCCCNC(=O)[C@H](CCCCN)n3cc(C[C@@H](C)CC)nn3)CC2)n1 | 5
Cc1ccc(S(=O)(=O)N/N=c2\oc3ccccc3cc2C(=O)Nc2cccc(C)c2)cc1 | -15
O=C(COc1ccc(Cl)cc1Cl)NC(=S)Nc1ccccc1C(=O)O | -1
CCOC(=O)C1=C(C)OC(N)=C(C#N)C1c1cc2ccccc2nc1N1CCCCC1 (stereo not drawn) | -18
Cc1ccc(NCc2ccc(C)s2)cc1 | -8
CC(=O)N(Cc1ccco1)Cc1cc2cccc(C)c2n2nnnc12 | 15
CCN(CC)C(=O)CSc1ncnc2c(-c3ccc(OC)cc3)nsc12 | -12
O=C1N[C@@H](Cc2ccccc2)C(=O)N2[C@H]3Nc4ccccc4[C@@]3([C@]34C[C@H]5C(=O)N[C@@H](Cc6ccccc6)C(=O)N5[C@H]3Nc3ccccc34)C[C@@H]12 | 2
N#C/C(=C\c1cc(Cl)c(OCc2ccc(Cl)cc2)c(Cl)c1)C(N)=O | 6
Cc1noc(C)c1S(=O)(=O)N1CCC(C(=O)N2CCN(c3ccc(F)cc3)CC2)CC1 | -3
Cc1cc(N2C(=O)C(O)=C(C(=O)c3ccco3)C2c2cccnc2)no1 (stereo not drawn) | 62
O=C(NCc1ccc2[nH]c3c(c2c1)CCCC3)N1CCOCC1 | -11
Cc1ccc(-c2csc(NC(=O)COC(=O)c3cccc(S(=O)(=O)N4CCOCC4)c3)n2)cc1 | -16
COC(=O)c1ccc(NCC(=O)N2CCCCCC2)cc1 | 149
O=C(O)c1cc2sccc2s1 | 0
COC(=O)c1[nH]c2cccc(OC)c2c1NC(=O)CCN1CCC(C(N)=O)CC1 | 6

Pulled by structure from the list above:
SMILES | Mot1-301 SUMO
Cc1ccc(S(=O)(=O)N/N=c2\oc3ccccc3cc2C(=O)Nc2cccc(C)c2)cc1 | -15
Cc1nc(NC(=O)c2ccccc2)sc1-c1csc(Nc2ccc(F)cc2)n1 | -29
O=C1c2ccccc2C(=O)C1(O)O | 0
Cc1noc(C)c1S(=O)(=O)N1CCC(C(=O)N2CCN(c3ccc(F)cc3)CC2)CC1 | -3
COC(=O)[C@@]1(Cc2ccc(OC)cc2)[C@H]2c3cc(C(=O)N(C)C)n(Cc4ccc(OC(F)(F)F)cc4)c3C[C@H]2CN1C(=O)c1ccccc1 | -14
O=C(c1cccn2c(=O)c3cc4ccccc4cc3nc12)N1CCN(c2ccccc2)CC1 | -20
CC(C)n1nnnc1SCC(=O)Nc1ccc2c(c1)OCCO2 | 1

(list continues)
SMILES | Mot1-301 SUMO
Cc1c(/C=N/NC(=O)c2cccnc2)c2ccccn2c1C(=O)c1ccc(F)cc1 | 4
Cc1ccc(Cn2c(=N)c(C#N)cc3c(=O)n4cccc(C)c4nc32)cc1 | -8
O=C(/C=C/c1ccc(Cl)cc1)NC(=S)NN1CCCCC1c1cccnc1 (stereo not drawn) | 1
NC(=O)c1ccc(N=Nc2c(O)c3ccccc3[nH]c2=O)cc1 | 462
CCCCC/C=C\C/C=C\C/C=C\C/C=C\CCCC(=O)O | -9
COc1ccc(-n2nc(C(=O)Nc3nc4ccc(OC)cc4s3)c3ccccc3c2=O)c(OC)c1 | 7
COc1ccc(N(CC(=O)N/N=C/c2cc3ccc(OC)cc3nc2Cl)S(=O)(=O)c2ccccc2)cc1 | 2
Cc1occc1-c1nnc(SCC(=O)Nc2nccs2)n1CCc1ccccc1 | 171
CCCCNC(=O)c1c(N)n(/N=C/c2ccccn2)c2nc3ccccc3nc12 | 6
CSc1nc(-c2ccco2)nn1S(=O)(=O)c1ccccc1 | 164
COc1ccc(CN(C)c2nc(-c3cccnc3)nc3ccccc23)cc1OC | -10
COc1cccc(-c2cc(=O)c3cc(NC(=O)c4ccc(N(C)C)cc4)ccc3[nH]2)c1 | 36
COc1ccc(C2C=C(c3ccccc3)Nc3nc(CCCO)nn32)cc1 (stereo not drawn) | -13
